ABHD5 PLIN5 PPI: ABHD5-PLIN5 interaction inhibitors, primary screen, cell lysate, split luciferase complementation, luminescence; Perilipin-5 (Homo sapiens) + 1-acylglycerol-3-phosphate O-acyltransferase ABHD5 (Homo …; Split G. princeps luciferase complementation, 4 h; inhibition, % at 4 µM; 0.78% of 360,000 active;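 active = inhibition above the mean inhibition across every tested compound plus 3 SD, cut at about 22% in these data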;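 also: 0% = DMSO only wells and the 100% control is not disclosed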
Target sequence (Q00G26 whole entry, looked up): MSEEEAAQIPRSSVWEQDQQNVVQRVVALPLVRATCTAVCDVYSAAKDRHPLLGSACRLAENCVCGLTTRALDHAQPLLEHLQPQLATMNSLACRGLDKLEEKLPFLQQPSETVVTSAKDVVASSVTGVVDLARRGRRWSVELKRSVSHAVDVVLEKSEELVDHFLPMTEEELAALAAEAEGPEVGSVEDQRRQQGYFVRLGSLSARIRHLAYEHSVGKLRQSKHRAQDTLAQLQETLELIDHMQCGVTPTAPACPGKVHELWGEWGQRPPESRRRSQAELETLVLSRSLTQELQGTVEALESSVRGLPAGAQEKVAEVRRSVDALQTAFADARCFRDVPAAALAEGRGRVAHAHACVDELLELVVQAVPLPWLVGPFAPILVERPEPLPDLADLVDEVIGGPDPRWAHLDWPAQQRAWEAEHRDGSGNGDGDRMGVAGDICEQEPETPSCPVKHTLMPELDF
Target sequence (Q8WTS1 whole entry, looked up): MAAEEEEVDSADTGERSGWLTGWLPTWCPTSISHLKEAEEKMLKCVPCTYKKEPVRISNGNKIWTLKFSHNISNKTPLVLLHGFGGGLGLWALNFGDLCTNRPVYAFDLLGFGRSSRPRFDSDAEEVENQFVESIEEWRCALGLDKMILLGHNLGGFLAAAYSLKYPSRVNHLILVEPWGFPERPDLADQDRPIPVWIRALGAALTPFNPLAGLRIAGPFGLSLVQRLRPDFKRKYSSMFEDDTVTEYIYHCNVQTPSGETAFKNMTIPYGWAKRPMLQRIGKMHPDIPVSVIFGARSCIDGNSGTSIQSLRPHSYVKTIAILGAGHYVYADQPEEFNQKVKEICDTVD
SRC3 inh: SRC3 coactivator transcriptional activity inhibitors, primary screen, cell-based, luminescence. Nuclear receptor coactivator 3 (Homo sapiens), Q9Y6Q9. HEK293 GAL4-SRC3 luciferase reporter. inhibition, % at 3.6 µM. 0.17% of 360,000 active. AID 588352, 2011;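 active = inhibition above a per-campaign cutoff, the mean of all compounds plus 3 SD, cut at about 60% in these data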;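 also: 0% = DMSO-treated cells and 100% = gossypol-treated cells at 36 µM; higher means less SRC3-driven luciferase light from the GAL4 reporter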
TLR9-MyD88 block: inhibitors of TLR9-MyD88 association in cells, primary screen, cell-based, CHO, BLA complementation, fluorescence | inhibition, % at 4.98 µM | AID 504734, 2011 | CCF4 FRET ratio | 0.21% of 340,000 active;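 active = inhibition above the mean over all tested compounds plus 3 SD, cut at about 21% in these data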;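 also: 0% = DMSO only wells and 100% = clavulanate BLA inhibitor control wells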
LRH-1 inv ag: LRH-1 (NR5A2) inverse agonists, primary screen, cell-based, luminescence, HEK293T, StAR-luciferase reporter | Nuclear receptor subfamily 5 group A member 2 (Homo sapiens), O00482 | LRH-1 transfected, 24 h | inhibition, % at 3.6 µM | 0.13% of 360,000 active | AID 602396, 2012;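 active = inhibition above the mean inhibition of all tested compounds plus 3 SD, cut at about 73% in these data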;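 also: 0% = DMSO wells and 100% = reporter-only cells lacking LRH-1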
MC4R ag barr: MC4R agonists recruiting beta-arrestin, primary screen, cell-based, luminescence, agonist arm of biased-ligand search | Melanocortin receptor 4 (Homo sapiens), P32245 | U2OS MC4R beta-arrestin complementation; percent of melanotan II response, DMSO zero | activation, % at 8.9 µM | 0.98% of 360,000 active | AID 540308, 2011;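 active = activation above a per-plate cutoff, the mean activation of sample wells on that plate plus 3 SD, cut at about 8% in these data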
EBV LMP1 NFkB: EBV LMP1-driven NF-kappaB luciferase reporter inhibitors, primary screen, cell-based, luminescence, single point; AID 504558, 2011; 0.69% of 350,000 active; LMP1-induced NF-kappaB luciferase reporter cells; inhibition, % at 12.5 µM; in the data active = inhibition above about 41%;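 also: 0% = neutral control wells and 100% = reference inhibitor control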
NCOA1 inh: SRC1 coactivator transcriptional activity inhibitors, primary screen, cell-based, luminescence; Nuclear receptor coactivator 1 (Homo sapiens), Q15788; HEK293 GAL4-SRC1 luciferase reporter; inhibition, % at 3.6 µM; 0.12% of 360,000 active;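 active = inhibition above the campaign mean plus 3 SD, with each screening campaign given its own cutoff, cut at about 60% in these data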;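 also: 0% = DMSO treated cells and 100% = gossypol at 36 µM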
NCOA2 inhibitor: inhibition of GAL4-SRC2 driven luciferase reporter, primary screen, SRC2 inhibitor project, cell-based, luminescence. 0.17% of 370,000 active. HEK293 GAL4-SRC2 luciferase reporter. Nuclear receptor coactivator 2 (Homo sapiens), Q15596. inhibition, % at 9 µM. AID 651957, 2012;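 active = inhibition above the mean inhibition of all tested compounds plus 3 SD, set per campaign, cut at about 52% in these data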;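 also: 0% = DMSO treated cells and 100% = cells given Gossypol at 36 µM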
NOD2 RIPK2 PPI: NOD2-RIPK2 binding disruptors in cells, primary screen, fluorescence, CHO cells, BLA complementation; Receptor-interacting serine/threonine-protein kinase 2 (Homo sapiens), O43353; CCF4 ratio; inhibition, % at 4.98 µM; 0.38% of 360,000 active; AID 624267, 2012; in the data active = inhibition above about 21%;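 also: 0% = vehicle only and 100% = reference blocker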
NR2F2 inh: NR2F2 transcriptional activity inhibitors, primary screen, cell-based, luciferase reporter, HEK293T, luminescence; HEK293T NGFI-A luciferase reporter; AID 686940, 2013; COUP transcription factor 2 (Homo sapiens), P24468; inhibition, % at 8.6 µM; 0.7% of 370,000 active;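 active = inhibition above a per-plate cutoff, mean inhibition of test wells between control levels plus 3 SD, cut at about 38% in these data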;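 also: cells cotransfected with COUP-TFII expression vector driving the NGFI-A reporter; 0% = median of COUP-TF2 test wells and 100% = reporter-only cells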
MC4R antag cAMP: MC4R antagonists of cAMP signaling, primary screen, cell-based, TR-FRET, antagonist arm of biased-ligand search. Melanocortin receptor 4 (Homo sapiens), P32245. MC4R-expressing cells, MTII-stimulated cAMP, LANCE TR-FRET. inhibition, % at 6.5 µM. 0.48% of 360,000 active. AID 540295, 2011;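 active = inhibition above its plate's cutoff, the mean of tested wells on that plate plus 3 SD, cut at about 29% in these data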;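 also: 0% = Melanotan II alone and 100% = Melanotan II plus saturating MCL0020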
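Assay system: U2OS-MC4R stable cell line; Also added: Melanotan II; Technique: Eu-cAMP/anti-cAMP TR-FRET, emission 671 nm; Times: 30-min compound, 1-h challenge, 1-h detection, room temperature.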
An asterisk follows results filed as active; / = not tested or not shown.

ABHD5 PLIN5 PPI	SRC3 inh	TLR9-MyD88 block	LRH-1 inv ag	MC4R ag barr	EBV LMP1 NFkB	NCOA1 inh	NCOA2 inhibitor	NOD2 RIPK2 PPI	NR2F2 inh	MC4R antag cAMP	SMILES
-2	-6	4	-18	-3.3	-6	-5	6	7	-16	14	CCN(CC)S(=O)(=O)c1cc([N+](=O)[O-])ccc1NNC(=O)Nc1ccccc1OC
-7	3	0	-1	-1.0	-7	-12	-13	-1	5	8	O=C(Cc1cccc(NC(=O)C2CCN(C(=O)C3CCCCC3)CC2)c1)Nc1cccc(C(=O)N2CCOCC2)c1
5	-8	1	19	6.3	-1	-7	5	-6	21	11	CCOC(=O)c1c(C)[nH]c(C(=O)OCC(=O)Nc2cc(Cl)ccc2OC)c1C
6	0	11	-38	0.9	-14	-12	-28	8	-11	6	Cc1ccc(S(=O)(=O)Nc2ccc(-c3cn4ccc(C)cc4n3)cc2)cc1
5	-1	6	9	0.9	-11	-1	-4	6	4	5	O=C(O)c1nc(-c2ccccc2)n(-c2cccc(C(F)(F)F)c2)n1
0	9	-9	-3	1.1	-5	-11	4	-7	6	10	Cn1nc(C(=O)NCC2CCCO2)c2ccccc2c1=O (stereo unspecified)
4	2	0	-3	-2.7	-5	-12	15	-4	-35	-1	CCn1c(SCC(=O)N2CCN(C(=O)c3ccco3)CC2)nnc1C(C)C
-13	-24	-4	-9	-4.0	1	-30	-3	8	6	-1	O=C(O)c1ccccc1NC(=S)NC(NC(=O)c1ccccc1[N+](=O)[O-])C(Cl)(Cl)Cl (stereo unspecified)
-1	-9	-3	-12	-1.2	2	-20	-12	-1	-18	15	CC(=O)N1N=C(c2ccccc2)OC12CCCC2
4	6	-14	-1	0.4	-3	-39	2	-2	5	2	O=C(c1ccc(N2C(=O)CCC2=O)cc1)N1CCN(c2ccccc2)CC1

Record cards, as listed above. Values in the order: ABHD5 PLIN5 PPI	SRC3 inh	TLR9-MyD88 block	LRH-1 inv ag	MC4R ag barr	EBV LMP1 NFkB	NCOA1 inh	NCOA2 inhibitor	NOD2 RIPK2 PPI	NR2F2 inh	MC4R antag cAMP
Record of CCN(CC)S(=O)(=O)c1cc([N+](=O)[O-])ccc1NNC(=O)Nc1ccccc1OC = -2	-6	4	-18	-3.3	-6	-5	6	7	-16	14
Record of O=C(Cc1cccc(NC(=O)C2CCN(C(=O)C3CCCCC3)CC2)c1)Nc1cccc(C(=O)N2CCOCC2)c1 = -7	3	0	-1	-1.0	-7	-12	-13	-1	5	8

Next part
ABHD5 PLIN5 PPI	SRC3 inh	TLR9-MyD88 block	LRH-1 inv ag	MC4R ag barr	EBV LMP1 NFkB	NCOA1 inh	NCOA2 inhibitor	NOD2 RIPK2 PPI	NR2F2 inh	MC4R antag cAMP	SMILES
-8	-21	0	13	-2.1	3	-8	-30	2	17	3	Cc1ccccc1NC(=O)CC1SCCNC1=O (stereo unspecified)
6	23	-6	6	1.1	0	-4	-9	4	10	-3	CCCCCC1C(=O)CCC1CC(=O)OC (stereo unspecified)
-5	15	4	13	2.9	-3	11	-25	-7	16	5	Cc1ccc(NC(=O)CC2C(=O)N(Cc3ccccc3)C(=S)N2NC(=O)c2ccccc2)c(C)c1 (stereo unspecified)
10	6	8	19	0.4	7	-7	-10	-14	-11	6	CC(C)NS(=O)(=O)c1ccc(NC(=S)NC(=O)c2cccc([N+](=O)[O-])c2)cc1
0	-5	4	6	-0.2	-2	-7	12	0	11	-1	CN(Cc1ccccc1)S(=O)(=O)c1ccc(OCC(=O)N2CCC(C(N)=O)CC2)cc1
-3	-48	-5	-51	-1.8	9	-31	-39	-6	-15	1	CN(C(=O)CSc1nnc(-c2n[nH]c3ccccc23)o1)c1ccccc1
0	11	7	-19	-2.1	-2	-11	-20	-12	0	0	N#CC1=C(SCC(=O)NC2CCCCC2)NC(=O)CC1c1ccco1 (stereo unspecified)
-2	-19	-13	19	0.1	-8	-9	-38	-5	-2	10	CCCC1(CCC)NC(=O)N(CC(=O)Nc2ccc3c(c2)OCCO3)C1=O
-6	0	-4	-7	0.4	-1	3	16	-9	-5	-1	COC(=O)C1=CN(C)C=C(C(=O)OC)C1c1ccccc1Cl
-11	-7	-2	-7	-3.0	-10	-18	11	11	6	26	CCOC(=O)Nc1ccc2c(COC(=O)CNS(=O)(=O)c3cccc(Br)c3)cc(=O)oc2c1
5	-34	5	-76	-0.3	-11	-65	-17	2	-7	-6	CCN(CC)S(=O)(=O)c1ccc(Nc2nc3ccccc3n3nnnc23)cc1
-1	-74	4	-147	-0.6	-35	-77	-51	9	-20	14	COc1cccc2sc3ccc(C#CC4(O)CCCCC4)cc3c(=O)c12
-6	2	-7	-10	0.6	4	-16	-19	-1	-22	0	CCOc1ccc2oc(C(=O)N(C)CCc3ccc(OC)c(OC)c3)c(C)c2c1
-2	-19	7	5	2.1	5	2	-48	1	-8	9	CN(C)c1ccc(C2NCC(CCl)O2)cc1 (stereo unspecified)
9	-11	1	17	-1.6	-13	22	2	17	-2	12	COc1ccc(OC)c(C2=NS(=O)(=O)N(C)C(C(=O)NCc3ccco3)=C2)c1
-3	-54	2	-142	-1.3	-37	-76	-12	-17	-49	-2	COc1ccccc1/C=C/C(=O)Nc1ccc2c(c1)CCC2
0	-56	-7	-9	-1.8	5	1	-3	-1	-1	0	c1ccc2c(c1)CNc1ccccc1C2
2	20	-13	18	-1.9	5	2	-5	-5	3	0	CNC(=O)N(O)C1N(/N=C/c2c(F)cccc2Cl)C(=S)SC1(C)C (stereo unspecified)
-2	-1	-7	-2	-1.2	8	20	6	7	1	11	Cc1ccc(NC(=O)N2CCC(c3nc4c(nnn4Cc4cccc(Cl)c4)c(=O)[nH]3)CC2)cc1
-4	14	3	45	-0.1	21	-13	-9	-7	0	-4	Cc1c(C#N)c(O)n(CCO)c(=O)c1N=Nc1ccccc1
2	-34	-4	-9	-1.6	-94	-50	3	-16	-28	-1	COC(=O)c1ccc(NCc2cc(O)ccc2O)cc1
-6	4	1	-16	1.6	-25	-13	2	0	3	13	Cc1ccc(NC(=O)NC2CCCCCCC2)c(C)c1
-5	13	2	7	0.9	9	0	6	3	-1	5	CCN(Cc1ccccc1)S(=O)(=O)c1ccc(OC)cc1
-9	3	-5	-5	0.7	-9	-6	13	5	-1	14	CC(C)C(=O)Nc1ccc(NC(=O)c2cccc3c(Br)cccc23)cc1
-1	-7	-3	7	-2.2	4	-4	18	-6	11	-3	CC(CCc1ccccc1)NC(=O)CNc1cccc([N+](=O)[O-])c1 (stereo unspecified)
-6	1	2	-15	-1.5	14	-9	-23	8	-9	12	Oc1oc(-c2ccccc2)nc1C=NCc1ccncc1
-7	17	1	2	-0.5	0	8	12	-8	-3	-4	COc1ccc(N2CCN(CCC3Oc4cc([N+](=O)[O-])ccc4NC3=O)CC2)cc1 (stereo unspecified)
1	-23	/	8	-0.6	/	1	-28	-5	-8	6	COCCNC(=O)C1CCCN(C(=O)c2ccc(SC(F)(F)F)cc2)CC1 (stereo unspecified)
1	30	-6	9	-4.3	6	-10	-7	0	5	15	COc1ccc(CN(Cc2ccc(C(=O)O)cc2)C(=S)Nc2ccccc2Cl)cc1OC
6	5	3	-14	0.6	0	-3	6	-7	7	10	CCOC(=O)Cc1csc(NC(=O)CSc2nnc(-c3cccnc3)n2Cc2ccco2)n1
7	16	1	6	-1.1	-5	-3	-4	-9	1	18	Cc1cccc(C)c1NC(=O)C1c2cccc[n+]2CC(=O)N1Cc1cccs1 (stereo unspecified)
9	-16	-2	4	-4.8	1	0	14	8	-9	9	Cc1ccc(C(=O)NCc2ccncc2)cc1S(=O)(=O)Nc1cccc(C)c1C
13	22	-1	-9	1.1	9	10	2	5	23	-3	S=C(NCC1CCCO1)N1CCN(c2cccc(Cl)c2)CC1 (stereo unspecified)
-10	-7	-5	-26	2.9	-3	-5	-18	-7	6	3	N#Cc1ccc(CSc2nnc(NC(=O)C3CCCO3)s2)cc1 (stereo unspecified)
-1	11	-7	-3	-1.6	-9	-10	16	1	4	17	CCCC(=O)Nc1cccc(NC(=O)c2cccc([N+](=O)[O-])c2C)c1
-7	20	3	8	-1.9	3	-8	-12	-1	1	4	CN(CC(O)COc1ccc(S(=O)(=O)N2CCOCC2)cc1)C1CCCCC1 (stereo unspecified)
-3	0	2	9	0.1	-3	-19	0	-2	14	20	CCOc1ccc(N(C)S(=O)(=O)c2ccc3[nH]cc(C(=O)NCC4CCCO4)c(=O)c3c2)cc1 (stereo unspecified)
-3	-7	0	-10	-1.4	-3	-57	-24	-5	-13	3	CCN(CC)C(=O)c1[nH]cnc1C(=O)NC1CCN(C(=O)OC(C)(C)C)CC1
2	4	3	-13	-1.9	-7	-10	14	-1	9	6	CSc1ccc(S(=O)(=O)NCC(=O)OCC(=O)N(C)CC(=O)Nc2ccc(F)cc2)cc1[N+](=O)[O-]

Compound activity: PubChem BioAssay, several laboratories

The list is partial; the hit share may differ from the screen's.
